# EPAC2 antagonist: qHTS for Antagonist of cAMP-regulated guanine nucleotide exchange factor 2 (EPAC2): primary screen; AID 720708, 2013; EPAC2 GEF exchange of Rap1B-BODIPY-GDP, fluorescence; Potency, µM (doses to about 114 µM), inactives show at the highest dose activity, negative = inhibition, actives largely listed as inhibitors; Rap guanine nucleotide exchange factor 4 (Homo sapiens), Q8WZA2; actives 0.18% (n = 360,000); also: potency is read from the fitted curve at half-maximal effect; % is scaled to controls: 0 for no effect and ±100 for the full control effect; nearly all actives have a fitted effect of over 45% in size; many of its hits are not listed in these tables
# FUS suppressor: qHTS for Suppressors of FUS Proteinopathy: Primary screen using FUS-linked yeast assay; S. cerevisiae FUS-expressing, growth rescue, OD600, 24 h; Potency, µM (doses to about 76.6 µM), for the others: at the top dose growth rescue (activation), usual class: activators; actives 0.24% (n = 390,000); AID 1347120, 2019;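 also: potency is read from the fitted curve at half-maximal effect; plate controls were DMSO vehicle for no effect and reference control for full effect; nearly all actives have a fitted effect of over 55% in size; some results filed as inactive show a strong effect at the top dose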
#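 FUS-expressing yeast, raffinose-pregrown, induced in 2% galactose minimal medium at OD 0.005; compounds in a dilution series, 24hr at 30C. Growth restoration read as absorbance at 600 nm. CP55940 positive control, DMSO negative.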
# aSyn rescue: qHTS of alpha-syn Inhibitors; Potency, µM (titrated, usually from 46.1 µM), without a hit: at the top dose growth rescue (activation), actives largely listed as activators; Yeast expressing alpha-synuclein, growth rescue, BacTiter-Glo, 24 h; actives 0.14% (n = 370,000); also: potency is read from the fitted curve at half-maximal effect; % of control where 0% means no effect; nearly all actives have a fitted effect of over 65% in size
#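 Screening used galactose-induced yeast with toxic alpha-synuclein levels, exposed to compound for 24 hr at 30 deg C. Cell growth, read with BacTiter-Glo luminescence, gave the measured signal.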
# DRD3 antagonist: qHTS of D3 Dopamine Receptor Antagonist: qHTS; actives 2.5% (n = 360,000); AID 652054, 2013; max response, negative = inhibition, %; D3R cells, DiscoveRx beta-arrestin luminescence, antagonist mode; hits give low values; D(3) dopamine receptor (Homo sapiens), P35462; in the data active = max response below about -50%; inconclusive = no clear call, values can overlap the other calls; also: % is scaled to controls: 0 for no effect and ±100 for the full control effect; mostly tested at two doses, the higher about 12 µM
# Target sequence (P35462 whole entry, looked up): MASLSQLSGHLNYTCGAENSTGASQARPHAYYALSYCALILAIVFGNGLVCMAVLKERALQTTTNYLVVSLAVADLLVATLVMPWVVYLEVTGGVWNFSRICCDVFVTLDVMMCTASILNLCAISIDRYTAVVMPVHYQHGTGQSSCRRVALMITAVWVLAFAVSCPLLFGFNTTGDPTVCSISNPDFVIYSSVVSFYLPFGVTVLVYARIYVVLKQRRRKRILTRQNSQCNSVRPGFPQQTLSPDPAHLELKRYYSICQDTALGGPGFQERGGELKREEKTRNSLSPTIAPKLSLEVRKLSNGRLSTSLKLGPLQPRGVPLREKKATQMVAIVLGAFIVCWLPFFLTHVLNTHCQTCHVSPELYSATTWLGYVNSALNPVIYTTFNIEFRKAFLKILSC
#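 Cells expressing the human receptor were seeded at 1500 cells/well, incubated overnight at 37 degrees C in 5% CO2, then exposed to library compounds with dopamine controls for 90 minutes at 37 degrees C before luminescent detection.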
# EPAC2 ag: qHTS for Agonist of cAMP-regulated guanine nucleotide exchange factor 4 (EPAC2): primary screen. EPAC2 activation, biochemical qHTS; response scale: 100% = 6.5 mM cAMP response. Rap guanine nucleotide exchange factor 4 (Homo sapiens), Q8WZA2. actives 0.079% (n = 360,000). Potency, µM (top dose mostly 154 µM), for the others: at the top dose activation, hits mostly activators; also: potency is read from the fitted curve at half-maximal effect; nearly all actives have a fitted effect of over 50% in size
#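 qHTS, titration series. 100 nM EPAC2 / 250 nM Rap1B-BODIPY-GDP / 50 uM GDP; RT; ex 480/em 540 nm, 5-min reads to 30 min. Norm. to 6.5 mM cAMP = activation.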
# D3 ag: qHTS of D3 Dopamine Receptor Agonist: qHTS | D(3) dopamine receptor (Homo sapiens), P35462 | D3R DiscoveRx beta-arrestin cells, luminescence, 90 min | max activation, % | actives 0.58% (n = 410,000) | AID 652048, 2013; in the data active = max activation above about 30%; also: 0% is about no effect; mostly tested at two doses, the higher about 12 µM
#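 Agonist-mode cell screen: cells plated at 1500/well and incubated overnight at 37 °C, then exposed to library compounds for 90 min at 37 °C. Detection reagent was added for 30–60 min at room temperature, and luminescence was read.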
# Abeta yeast res: qHTS for compounds that reverse cellular toxicity of Amyloid beta (A-beta) peptide in yeast: Primary Screen; yeast expressing A-beta42, growth rescue, OD600, 48 h; response scale: 0% DMSO, 100% iron-clioquinol control; Potency, µM (top dose mostly 46.1 µM), inactives show at the top dose growth rescue, usual class: activators; actives 0.063% (n = 410,000); AID 1347071, 2019; also: potency is read from the fitted curve at half-maximal effect; nearly all actives have a fitted effect of over 55% in size
#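 Yeast A-beta toxicity model in growth medium with pinned compounds, 48 h at 30 C; growth read as absorbance at 600 nm. Normalized to FeCl3/clioquinol equimolar mix (positive) and DMSO (negative).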
# TDP-43 yeast inh: qHTS of TDP-43 Inhibitors; TDP-43 expressing yeast growth rescue, BacTiter-Glo, 24 h; Potency, µM (series often up to 46.1 µM), for inactives: top-dose growth rescue (activation), hits mostly activators; actives 1.8% (n = 410,000); AID 652104, 2013; also: potency is read from the fitted curve at half-maximal effect; % of control where 0% means no effect; nearly all actives have a fitted effect of over 50% in size
#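 Galactose-induced TDP-43 yeast, OD600=0.02, compound pinned; 24 hr, 30 deg C; BacTiter-Glo luminescence for growth. Inhibitors of TDP-43 toxicity read as activators.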
# * marks the source's active call; other numbers are inactive results; ? = inconclusive; . = no result given; & = joins results of further samples; [ ] = remark or other dose. Unless noted, calls follow the shape of the dose curve; as a rule, active = well fitted curve in the direction sought with a large enough effect; inconclusive = small, poorly fitted or top-dose-only effect, or another doubt; inactive = no such curve, though single readings can be large; an effect the other way counts as inactive or inconclusive. The list is partial; rates above refer to the full screens.
# Every second line gives: EPAC2 antagonist	FUS suppressor	aSyn rescue	DRD3 antagonist	EPAC2 ag	D3 ag	Abeta yeast res	TDP-43 yeast inh
CCOC(=O)c1[nH]c2c(c1Cc1ccccc1)C(=O)CC(c1ccc(OC)cc1)C2 (stereo not given)
 : .	29%	.	.	.	-13	-16%	20%
COc1cc(CNCCc2ccccc2)cc(Cl)c1OCc1ccccc1
 : -18%	25%	0%	4	11%	-18	10%	-7%
COc1ccc(/C=N\NS(=O)(=O)c2ccc(C)cc2)cc1COc1ccccc1[N+](=O)[O-]
 : 0%	-2%	-8%	?	-5%	-6	-3%	-5%
CCCCn1nnc(NC(=O)CCC)n1
 : 9%	6%	15%	30	3%	11	-2%	-18%
O=C1C(=O)N(C2CCN(C(=O)c3ccccc3Cl)CC2)CCN1Cc1ccc(F)cc1
 : .	9%	.	.	.	1	-8%	19%
CCOc1ccc(C(=O)c2cnc3ccccc3c2N2CCN(CC)CC2)cc1
 : -5%	-18%	0%	-25	9%	-2	10%	7%
CCCCCCCN(c1ccccc1)[C@@H]1C[C@H]2CCCC(=O)N3CC[C@@H](C1)[C@@H]23
 : ?	30%	-5%	19	-12%	-21	-9%	-2%
O=S(=O)(N/N=C\c1c(F)cccc1Cl)c1ccc(Cl)cc1
 : -2%	-17%	-2%	?	7%	-11	11%	?
COc1cccc(C(=O)NNC(=O)C(=O)Nc2ccc(C)c(Cl)c2)c1
 : 5%	7%	0%	13	4%	6	-2%	-18%
CCOc1ccc(C(C)=O)cc1CSc1nnc(-c2cccs2)n1CC1CCCO1 (stereo not given)
 : 1%	17%	-1%	5	2%	1	5%	9%
S=c1nc[nH]c2c1ncn2-c1ccc(Cl)cc1
 : 9%	-15%	-7%	-30	3%	-3	-3%	25%
CSc1ccc(Cl)c(C(=O)NCCOc2cc(C(C)C)ccc2C)c1
 : 2%	43%	0%	-5	9%	-3	-14%	-31%[inhibitor]
O=C(c1ccccc1)N1CCOC12CCN(c1ncc(C(F)(F)F)cc1Cl)CC2
 : -3%	?	10%	0	7%	5	12%	8%
CCCS(=O)(=O)c1nc(S(=O)(=O)c2ccc(Cl)cc2)c(N2CCC(O)CC2)s1
 : -20%	4%	-4%	2	4%	-13	2%	-17%
CNS(=O)(=O)c1cccc(C(=O)OCC(=O)Nc2ccc(Cl)cc2F)c1
 : 4%	10%	3%	-6	1%	-24	-2%	-6%
CCCc1nnc(NC(=O)C(CC)OC(=O)c2cc(C)nc3ccccc23)s1 (stereo not given)
 : -1%	23%	23%	60	-3%	6	-7%	-5%
CCOC(=O)NNc1ccc2nonc2c1[N+](=O)[O-]
 : ?	?	-83%[inhibitor]	-5	12%	-3	-88%[inhibitor]	-7%[1.82 µM]
CCc1ccc(CNCc2c(C(=O)O)n(Cc3cccc(F)c3)c3cc(OC)ccc23)cc1
 : .	23%	.	.	.	-14	0%	4%
CCC(C)N(CCNC(=O)c1ccc2c(c1)NC(=O)c1ccccc1S2)C1CCCCC1 (stereo not given)
 : 2%	27%	-2%	-12	3%	-25	0%	-19%
CC(C)(C)NC(=O)c1nn(Cc2ccccc2)c(=O)c2ccccc12
 : 2%	17%	6%	9	-1%	-5	15%	0%
CCN(C)C1CN(Cc2cn(Cc3ccc(C(F)(F)F)cc3)nn2)S(=O)(=O)C1 (stereo not given)
 : -3%	-11%	?	5	5%	-1	-4%	12%
Cc1cc(NC(=O)c2ccco2)ccc1NC(=O)Cc1cccs1
 : ?	2%	1%	12	-20%	4	11%	-3%
COc1cccc(C(=O)Nc2cccc(-c3ccc(N4CCOCC4)nn3)c2)c1OC
 : -2%	24%	1%	35	10%	8	16%	?
CCCCN(Cc1ccco1)C(=O)c1cc2c(s1)-c1c(C)cccc1OC2
 : .	?	.	.	.	-8	1%	21%[9.22 µM]
COc1cccc(NS(=O)(=O)c2ccc3c(c2)C2C=CCC2C(c2ccc(C(=O)O)cc2)N3)c1 (stereo not given)
 : 3%	.	-11%	-30	-4%	4	-16%	14%
O=C(COC(=O)CSc1ccccc1)NNC(=O)c1ccc([N+](=O)[O-])cc1
 : 3%	-2%	-6%	-10	4%	-9	7%	12%
COc1ccc(/C(N)=N/OC(=O)Cc2ccc(C)cc2)cc1OC
 : -4%[57.1 µM]	3%	12%	13	16%	1	-22%	26%
COC(=O)c1scc2c(Oc3ccccc3)cc(C(F)(F)F)nc12
 : 5%	10%	-2%	-6	-9%	-2	-1%	-14%
COc1ccc(OCCSc2nnc(Cc3cccc4ccccc34)n2N)cc1
 : -10%	.	11%	13	26%	-3	-8%	13%
Cc1cc(Nc2ccc(Br)cc2)nc2ccccc12
 : -15%	-6%	-9%	-16	8%	-11	12%	?

# 8 entries from above, set out differently:
SMILES	EPAC2 antagonist	FUS suppressor	aSyn rescue	DRD3 antagonist	EPAC2 ag	D3 ag	Abeta yeast res	TDP-43 yeast inh
CCOC(=O)c1[nH]c2c(c1Cc1ccccc1)C(=O)CC(c1ccc(OC)cc1)C2 (stereo not given)	.	29%	.	.	.	-13	-16%	20%
COc1cc(CNCCc2ccccc2)cc(Cl)c1OCc1ccccc1	-18%	25%	0%	4	11%	-18	10%	-7%
COc1ccc(/C=N\NS(=O)(=O)c2ccc(C)cc2)cc1COc1ccccc1[N+](=O)[O-]	0%	-2%	-8%	?	-5%	-6	-3%	-5%
CCCCn1nnc(NC(=O)CCC)n1	9%	6%	15%	30	3%	11	-2%	-18%
O=C1C(=O)N(C2CCN(C(=O)c3ccccc3Cl)CC2)CCN1Cc1ccc(F)cc1	.	9%	.	.	.	1	-8%	19%
CCOc1ccc(C(=O)c2cnc3ccccc3c2N2CCN(CC)CC2)cc1	-5%	-18%	0%	-25	9%	-2	10%	7%
CCCCCCCN(c1ccccc1)[C@@H]1C[C@H]2CCCC(=O)N3CC[C@@H](C1)[C@@H]23	?	30%	-5%	19	-12%	-21	-9%	-2%
O=S(=O)(N/N=C\c1c(F)cccc1Cl)c1ccc(Cl)cc1	-2%	-17%	-2%	?	7%	-11	11%	?

# The list continues.
# Every second line gives: EPAC2 antagonist	FUS suppressor	aSyn rescue	DRD3 antagonist	EPAC2 ag	D3 ag	Abeta yeast res	TDP-43 yeast inh
CC(C)c1ccc(NC(=O)c2cc3c(=O)[nH]c4ccccc4c3n2C)cc1
 : .	-15%	-8%	.	.	-2	-19%	3%
O=C(NCCc1ccccc1)C1=CCN(S(=O)(=O)c2ccccc2)CC1
 : 2%	25%	1%	-6	5%	3	-4%	5%
COc1ccccc1C(=O)Nc1nc2nc(-c3ccccc3)cc(=O)n2[nH]1
 : 1%	-14%&-4%	-2%	-26	0%	1&-2	-12%&-3%	6%&4%
COc1ccc(CCNC(=O)CCCn2c(=O)c3ccccc3n(CC(=O)Nc3cc(Cl)ccc3C)c2=O)cc1OC
 : .	0%	.	.	.	-1	5%	23%
NNc1nnc2c3cc(F)ccc3n(Cc3ccccc3)c2n1
 : -16%	34%	-8%	1	-4%	18	-43%[inhibitor]	-25%
CCCc1cc(=O)[nH]c(SCC(=O)N2CCN(S(=O)(=O)c3ccc(C)cc3C)CC2)n1
 : 6%	.	4%	0	0%	4	12%	-5%
c1ccc(CNn2c(N3CCOCC3)nc3ccccc32)cc1
 : 0%	19%	-6%	15	16%	4	-3%	2%
CC(=O)N1CCN(S(=O)(=O)c2ccc(C)cc2)C1c1ccc(N(C)C)cc1 (stereo not given)
 : 4%	11%	-3%	-12	4%	-4	-6%	-5%
CC(=O)c1ccc(OCc2cc(C(=O)N3CCCCCCC3)no2)cc1
 : -1%	34%	10%	-8	-3%	-1	2%	10%
CN(CC1COCCO1)c1nc2nonc2nc1N1CCSCC1 (stereo not given)
 : 0%	16%	0%	-21	8%	-18	-8%	4%
CCS(=O)(=O)N1CCC(C(=O)Nc2ccc(C(C)=O)cc2)CC1
 : -5%	6%	12%	5	0%	-6	5%	15%
COCCCNC(=O)c1cc(-c2cccnc2)nc2ccc(S(=O)(=O)N3CCCCCC3)cc12
 : 4%	-22%	-4%	-2	-10%	-1	2%	1%
Cc1ccc(-n2nc(C)c(C3(O)C(=O)N(C(C)C)c4ccccc43)c2N)cc1 (stereo not given)
 : 12%	.	3%	18	-3%	0	14%	-2%
CCC1=Nc2cc(C(=O)O)ccc2Sc2ccccc21
 : -6%	1%	11%	-3	9%	0	-2%	20µM*
CC(C)Cn1c(N)c(C(=O)CSc2nnnn2C)c(=O)n(C)c1=O
 : 12%	-5%	-17%	0	6%	0	11%	10%
COc1ccccc1NC(=O)c1sc2nc(C)c(C(=O)Nc3ccc(C)cc3C)c(-c3cccs3)c2c1N
 : .	32%	.	.	.	7	12%	24%
C=CCC[C@@H](Cc1ccc(F)cc1)C(=O)OC[C@H](Cc1c[nH]c2ccccc12)NC(=O)[C@@H](CC=C)CC(=O)N(CCO)Cc1ccccc1
 : -18%	?	1%	0	-3%	0	2%	27%
CCOCCCNC(=O)c1ccc2nc(-c3ccc(OC)c(OC)c3)c(-c3ccc(OC)c(OC)c3)nc2c1
 : -10%	35%	7%	12	-8%	4	2%	0%
CCC12CN3CC(C)(CN(C1)C3c1ccc(O)cc1O)C2=O (stereo not given)
 : .	-27%	.	.	.	2	-5%	18%
CCOc1ccccc1NC(=O)CCCn1cc([N+](=O)[O-])cn1
 : 3%	17%	-11%	-1	3%	4	13%	.

# Source: PubChem BioAssay (National Center for Advancing Translational Sciences (NCATS))
